GoLoco inh red: inhibitors of human Gai1-RGS12 GoLoco interaction (red fluorophore); P63096; Gai1:RGS12 GoLoco peptide FP, rhodamine, 10 min; Potency, µM (top dose mostly 61.6 µM), inactives show at the highest dose activity, negative = inhibition, actives largely listed as inhibitors; actives 0.44% (n = 230,000); AID 880; active = well fitted inhibition curve with a large enough effect, not every such curve was filed as active; inactive = no such curve, though single readings can be large or run the other way; also: % is scaled to controls: 0 for no effect and ±100 for the full control effect; nearly all actives have a fitted effect of over 30% in size; many of its hits are not listed in these tables
Target sequence (P63096 whole entry, looked up): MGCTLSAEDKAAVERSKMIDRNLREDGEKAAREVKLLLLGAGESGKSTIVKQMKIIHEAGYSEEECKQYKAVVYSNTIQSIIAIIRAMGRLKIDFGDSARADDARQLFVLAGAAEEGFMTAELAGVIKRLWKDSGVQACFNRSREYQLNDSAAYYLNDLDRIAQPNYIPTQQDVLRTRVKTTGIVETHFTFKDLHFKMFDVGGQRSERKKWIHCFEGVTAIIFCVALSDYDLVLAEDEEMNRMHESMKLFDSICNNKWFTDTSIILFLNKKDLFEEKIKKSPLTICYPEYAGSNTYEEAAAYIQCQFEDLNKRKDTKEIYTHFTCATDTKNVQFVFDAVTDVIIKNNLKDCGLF
GAA spleen mod: inhibits or activates alpha-glucosidase in human spleen homogenate; actives 0.006% (n = 240,000); P10253; human spleen homogenate, 4-MU-alpha-glucoside fluorescence; Potency, µM (doses to about 79.9 µM), for inactives: at the highest dose activity change, negative = inhibition, usual class: inhibitors; AID 2112;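 also: 0% = enzyme with vehicle and -100% = no enzyme basal signal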
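Human spleen homogenate (1 ug) with 4-methylumbelliferyl-alpha-D-glucopyranoside (1 mM final) in 50 mM citrate/phosphate pH 5.0, 0.01% Tween-20; 40 min at 37 C. Stopped at pH 10; 4-MU fluorescence Ex 365/Em 440 nm; AC50 by Hill fit.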
HTT ATP protect: protects HTT-Q103 PC12 cells, measured by ATP; PC12 HTT-Q103 induced, cytoprotection, ATP luminescence, 40 h; Potency, µM (doses to about 56.4 µM), for the others: cytoprotection (ATP increase), usual class: activators; actives 0.14% (n = 230,000);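 also: % of control where 0% means no effect; nearly all actives have a fitted effect of over 45% in size; toxic huntingtin expression switched on by the ecdysone agonist tebufenozide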
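ATP quantification (ATPlite) reports survival of PC12 cells in which tebufenozide, 100 nM final, switches on Htt exon 1 with 103 glutamines linked to GFP; compounds are titrated.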
GAA inhib: blocks human lysosomal alpha-glucosidase; purified human GAA, 4-MU-alpha-glucoside fluorescence; Potency, µM (top dose mostly 76.9 µM), for inactives: at the top dose activity change, negative = inhibition, actives largely listed as inhibitors; actives 0.005% (n = 200,000);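 also: plate controls were uninhibited enzyme wells for no effect and no-enzyme background for full effect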
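Activity normalized between no-enzyme (basal) and enzyme-only wells. Conditions: 4 nM human enzyme, 400 uM fluorogenic substrate, citrate/phosphate pH 5.0 with Tween-20, 20 min room temperature, compounds up to 77 uM.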
IMPase Li cell: IMPase inhibition in cells with lithium potentiation; AID 1457; CHO-M1 cells, IP1 TR-FRET (IP-One), carbachol + lithium; Potency, µM (titrated, usually from 59.4 µM), for the others: at the top dose activity, negative = IMPase inhibition, actives largely listed as inhibitors; actives 0.35% (n = 210,000);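 also: IP1 builds up when IMPase is blocked and the TR-FRET signal falls; plate controls were basal vehicle for no effect and high inhibitor control for full effect; nearly all actives have a fitted effect of over 50% in size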
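Lithium-sensitised IP1 accumulation assay; M1-expressing CHO cells treated 30 min at 37C with compound. Competitive antibody detection by time-resolved FRET followed a 10 min room-temperature lysis step.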
HttQ103 aggreg: reduces HttQ103-GFP aggregates in PC12 cells; PC12 HttQ103-GFP aggregates, Acumen cytometry, 40 h; AID 1688; actives 1.1% (n = 220,000); Potency, µM (series often up to 46.1 µM), inactives show at the top dose activity change, negative = inhibition, most hits filed as inhibitors; also: % is scaled to controls: 0 for no effect and ±100 for the full control effect; nearly all actives have a fitted effect of over 60% in size
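Ecdysone-promoter PC12 model expressing HTT exon 1 Q103 fused to GFP, induced by tebufenozide at 100 nM final. Compounds titrated; aggregates sized 1–25 µm scored on a 488 nm laser cytometer.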
GAA glycogen: inhibitors or activators of human alpha-glucosidase glycogen cleavage. P10253. recombinant GAA, glycogen substrate, Amplex Red glucose oxidase fluorescence. Potency, µM (titrated, usually from 76.4 µM), inactives show at the highest dose activity change, negative = inhibition, actives largely listed as inhibitors. actives 0.38% (n = 300,000);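 also: 0% = full enzyme reaction and -100% = no-enzyme basal signal; the screen sought inhibitors and activators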
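Natural-substrate format: glycogen cleavage by 4 nM human enzyme, glucose read by Amplex Red coupling (Ex 573, Em 610 nm). Normalized to enzyme and no-enzyme controls.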
* = called active by the depositor; ? = inconclusive; / = not tested or not shown; [ ] = another dose, or the depositor's remark. Unless noted, calls follow the shape of the dose curve; as a rule, active = well fitted curve in the direction sought with a large enough effect; inconclusive = small, poorly fitted or top-dose-only effect, or another doubt; inactive = no such curve, though single readings can be large; an effect the other way counts as inactive or inconclusive. Potency is read from the fitted curve at half-maximal effect. An excerpt; the hit share may differ from the screen's.

compound	GoLoco inh red	GAA spleen mod	HTT ATP protect	GAA inhib	IMPase Li cell	HttQ103 aggreg	GAA glycogen
C=C1CSc2nc(=O)c3c4c(sc3n21)CCCC4	-2%	10%	14%	-4%	-4%[38.3 µM]	1%	-13%
N#Cc1cc([N+](=O)[O-])ccc1NCCN1CCOCC1	0%	1%	8%[10 µM]	-5%	-3%	7%	-5%
CC(/C=C/c1ccccc1)=N/NC(=O)CNC(=O)c1ccc2c(c1)OCO2	8%	-1%	-34%	-6%	23%[38.3 µM]	-23%	1%
Cc1cc(C(=O)NCc2ccco2)cs1	-5%	-5%	10%	-15%	13%[38.3 µM]	-12%	5%
O=C(O)c1cccnc1Sc1ncnc2sc3c(c12)CCC3	5%	-1%	26%[10 µM]	/	/	-2%[9.22 µM]	-8%
CCN1C(=O)CC2(C[N+]3(C)CCC2CC3)C1=O (centres undefined)	3%	0%	/	0%	4%	-8%	8%
CC1(C)Cc2nc3scc(NC(=O)c4ccccc4)c3cc2CO1	-8%	11%	-2%[10 µM]	/	/	-7%[9.22 µM]	5%
COc1ccc(N2C(=O)CC(NNC(=O)c3cc(C)oc3C)C2=O)cc1 (centres undefined)	9%	-12%	-10%	7%	-6%	6%	-5%
COC(=O)c1cc(-c2ccc(S(=O)(=O)N3CCCC3)cc2)c(C(F)(F)F)s1	-3%	9%	3%[10 µM]	-6%	/	-4%[9.22 µM]	-12%
CC1CCCN(c2nc3c(c(=O)[nH]c(=O)n3C)n2Cc2ccccc2Cl)C1 (centres undefined)	3%	-10%	8%	-7%	32%[activator][38.3 µM]	-4%	1%
CCSc1nc(=O)n(-c2ccccc2)c(C)c1C(C)=O	-12%	-2%	0%[10 µM]	2%	5%[38.3 µM]	4%	4%
CC(/C=C/c1ccco1)=N\NC(=O)CNc1ccc2ccccc2c1	-1%	9%	-27%	-2%	25%	-2%	0%
O=C(Cn1c(C(F)(F)F)nc2ccccc21)N/N=C/c1ccco1	6%	-10%	3%[10 µM]	4%	-1%	-7%	9%
O=C(Cn1c(=O)oc2cc(S(=O)(=O)N3CCOCC3)ccc21)N1CCc2ccccc2C1	3%	-4%	-5%	-8%	-13%[38.3 µM]	9%	-12%
CCn1c2ccccc2c2cc(NC(=O)N3CCOCC3)ccc21	3%	0%	-21%	-4%	19%[38.3 µM]	-19%	-9%
COc1ccc(CNC(=O)C2CCCN2S(=O)(=O)c2ccc(C)cc2)cc1 (centres undefined)	5%	5%	-17%	0%	6%[38.3 µM]	-1%	12%
O=C(c1ccccc1)N1CCN(c2ccc([N+](=O)[O-])c(NCC3CCCO3)c2)CC1 (centres undefined)	5%	-3%	-56%[inhibitor]	2%	-3%	2%[9.22 µM]	-5%
COC(=O)c1scc(C)c1-n1ccc(C(=O)C(=O)N(C)C)c1	6%	0%	16%[10 µM]	3%	5%	-4%	11%
CCOC(=O)CSC1=C(C#N)C(c2ccc(C)cc2)C2=C(CCCC2=O)N1 (centres undefined)	-8%	-5%	16%	11%	-14%[38.3 µM]	-2%	0%
O=[N+]([O-])c1cc(S(=O)(=O)N2CCCCC2)ccc1NCCN1CCOCC1	-6%	/	-23%	-6%	-5%	-8%	9%

4 of the compounds above, with each value named:
CCn1c2ccccc2c2cc(NC(=O)N3CCOCC3)ccc21
  GoLoco inh red = 3%	GAA spleen mod = 0%	HTT ATP protect = -21%	GAA inhib = -4%	IMPase Li cell = 19%[38.3 µM]	HttQ103 aggreg = -19%	GAA glycogen = -9%

COc1ccc(CNC(=O)C2CCCN2S(=O)(=O)c2ccc(C)cc2)cc1 (centres undefined)
  GoLoco inh red = 5%	GAA spleen mod = 5%	HTT ATP protect = -17%	GAA inhib = 0%	IMPase Li cell = 6%[38.3 µM]	HttQ103 aggreg = -1%	GAA glycogen = 12%

O=C(c1ccccc1)N1CCN(c2ccc([N+](=O)[O-])c(NCC3CCCO3)c2)CC1 (centres undefined)
  GoLoco inh red = 5%	GAA spleen mod = -3%	HTT ATP protect = -56%[inhibitor]	GAA inhib = 2%	IMPase Li cell = -3%	HttQ103 aggreg = 2%[9.22 µM]	GAA glycogen = -5%

COC(=O)c1scc(C)c1-n1ccc(C(=O)C(=O)N(C)C)c1
  GoLoco inh red = 6%	GAA spleen mod = 0%	HTT ATP protect = 16%[10 µM]	GAA inhib = 3%	IMPase Li cell = 5%	HttQ103 aggreg = -4%	GAA glycogen = 11%

(next part)
compound	GoLoco inh red	GAA spleen mod	HTT ATP protect	GAA inhib	IMPase Li cell	HttQ103 aggreg	GAA glycogen
Cc1onc(-c2ccccc2)c1C(=O)NCc1cccnc1	-3%	-5%	10%	0%	23%[38.3 µM]	3%	-4%
C=CCn1c(SCc2csc(-c3ccc(Cl)cc3)n2)nnc1-c1ccccc1OC	/	-14%	20%[10 µM]	-2%	/	?	-9%
CC1Nc2nc(N(C)C)[nH]c(=O)c2NC1C (centres undefined)	12%	-3%	28%[10 µM]	8%	-2%	-4%	-4%
COc1ccc(S(=O)(=O)Nc2cc(C(=O)NCCC(C)C)ccc2N2CCOCC2)cc1	2%	-22%	-14%	-4%	-12%[38.3 µM]	8%	0%
O=C(CSc1nnc(-c2ccncc2)n1Cc1ccccc1)NC1CCCCC1	-4%	5%	9%[10 µM]	/	/	-18%[9.22 µM]	-1%
Cc1ccc(C(NC(=O)NCCCN2CCOCC2)=C(Cl)Cl)cc1F	-9%	-11%	?	-8%	76%[activator][38.3 µM]	7%	-3%
O=C(C#Cc1ccccc1)c1cccc([N+](=O)[O-])c1	8%	-1%	-92%[inhibitor]	1%	44%[activator][38.3 µM]	13µM*	1%
O=C(NCCSc1c[nH]c2ccccc12)c1ccco1	3%	-4%	5%	4%	1%	13%	7%
COc1ccc2c(c1OC)C(=O)OC2Nc1ccccc1S(=O)(=O)C(F)F (centres undefined)	3%	4%	-10%	-2%	-6%[38.3 µM]	-3%	4%
COc1ccc(S(=O)(=O)Nc2ccccc2SC)cc1C	-2%	-5%	-1%[10 µM]	0%	11µM*	?	-3%
COc1ccc(CN2CCN(c3ccccn3)CC2)c(OC)c1	-2%	-2%	12%[10 µM]	-4%	1%[38.3 µM]	2%	13%
CCCc1noc2c1/C(=N\O)CCC2	2%	7%	-12%	4%	-9%[38.3 µM]	0%	-2%
COc1cccc(NC(=O)CSc2ncnc3c2oc2ccccc23)c1	15%	-2%	-23%	0%	11µM*	-5%	6%
CCN1CCCC1CNc1ncnc2c1[nH]c1ccc(Cl)cc12 (centres undefined)	/	-17%	-24%[0.074 µM]	7%	/	-11%	6%
CC(C)NC(=O)CSc1nnc(-c2ccco2)n1N	-8%	2%	3%	-14%	24%[38.3 µM]	19%	2%
CCCC/C=C/C(NC(=O)c1ccco1)c1ccccc1 (centres undefined)	16%	19%	-80%[inhibitor]	/	3%	/	/
COC(=O)c1sc(N)c(C(=O)OC)c1COC(=O)C1CC(=O)N(Cc2ccco2)C1 (centres undefined)	47%[activator]	8%	-10%[10 µM]	?	29%[38.3 µM]	?	9%
CCN1CCN(CCNC(=O)c2ccc(CS(=O)(=O)c3ccccc3C)o2)CC1	-11%	0%	7%	-6%	26%[38.3 µM]	0%	9%
CCN(CC)S(=O)(=O)c1cccc(C(=O)Nc2nnc(C)s2)c1	-1%	8%	-14%[10 µM]	?	-5%	10%[9.22 µM]	-13%
CC(=O)NC(CCS(C)(=O)=O)C(=O)Nc1nc(C)cs1 (centres undefined)	5%	0%	-22%[0.074 µM]	?	4%	3%	-2%
Cc1ccc(C(=O)N2CCC(Cc3ccccc3)CC2)cc1[N+](=O)[O-]	-7%	-16%	-4%	-7%	14%	?	1%
O=C(Nc1ccc(NC(=O)C23CC4CC(CC(C4)C2)C3)cn1)c1ccco1	4%	2%	-19%	8%	10%[38.3 µM]	-4%	-2%
O=C(COc1ccc(Cl)cc1)NCc1nnc(SCC(=O)c2ccccc2)o1	-5%	-2%	-10%	3%	-2%[38.3 µM]	-18%	2%
CCC(=O)Nc1cc(C(=O)OCc2ccc(C(=O)Oc3ccccc3)cc2)ccc1C	12%	-8%	-1%[10 µM]	-5%	5%	-19%	2%
O=C(CNS(=O)(=O)c1ccc(Cl)cc1)NNC(=O)c1cccnc1	9%	2%	-19%	2%	3%	5%	5%
O=C(O)c1ccc(CNC(=O)c2ccc(C(F)(F)F)cc2)cc1	-2%	3%	-5%	-9%	-1%	-21%	8%
COc1ccccc1OCc1ccc(C(=O)NCC(C)C)o1	-4%	-6%	/	-1%	4%	6%	-15%
Cc1cccc(/C=C2\Oc3cc(OS(C)(=O)=O)ccc3C2=O)c1	-1%	0%	-19%[10 µM]	9%	7%	-27%	-7%
O=C1NCCCC1C(=O)Nc1ccccn1 (centres undefined)	7%	-3%	9%[0.074 µM]	14%	17%[38.3 µM]	15%	5%
CC(C)(C)NC(=O)c1ccc2nccnc2c1	-2%	5%	9%[10 µM]	0%	-7%	-14%	5%
COc1ccc(/C=N/N2CCN(c3ccncc3S(=O)(=O)N3CCCCC3)CC2)cc1	-24%	-2%	-7%	-6%	22%[38.3 µM]	-13%	-16%

Compound activity from PubChem BioAssay.
